Screens as filed in PubChem BioAssay.
RXFP1 antagonist: RXFP1 (human) relaxin receptor antagonism | Q9HBX9 | HEK293-RXFP1, relaxin-stimulated cAMP HTRF, 30 min; stronger effect = lower value | activity change, negative = inhibition, % at 57.5 µM | 350,000 tested, 0.59% active | AID 1259400;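 active means activity change of -60% or lower, but not beyond a set lower limit; inconclusive means change between -60% and -40%, or beyond the set limit; inactive means change above -40%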; further: on the % scale 0 is the no-effect control and ±100 the full control effect
Target sequence (Q9HBX9 whole entry, looked up): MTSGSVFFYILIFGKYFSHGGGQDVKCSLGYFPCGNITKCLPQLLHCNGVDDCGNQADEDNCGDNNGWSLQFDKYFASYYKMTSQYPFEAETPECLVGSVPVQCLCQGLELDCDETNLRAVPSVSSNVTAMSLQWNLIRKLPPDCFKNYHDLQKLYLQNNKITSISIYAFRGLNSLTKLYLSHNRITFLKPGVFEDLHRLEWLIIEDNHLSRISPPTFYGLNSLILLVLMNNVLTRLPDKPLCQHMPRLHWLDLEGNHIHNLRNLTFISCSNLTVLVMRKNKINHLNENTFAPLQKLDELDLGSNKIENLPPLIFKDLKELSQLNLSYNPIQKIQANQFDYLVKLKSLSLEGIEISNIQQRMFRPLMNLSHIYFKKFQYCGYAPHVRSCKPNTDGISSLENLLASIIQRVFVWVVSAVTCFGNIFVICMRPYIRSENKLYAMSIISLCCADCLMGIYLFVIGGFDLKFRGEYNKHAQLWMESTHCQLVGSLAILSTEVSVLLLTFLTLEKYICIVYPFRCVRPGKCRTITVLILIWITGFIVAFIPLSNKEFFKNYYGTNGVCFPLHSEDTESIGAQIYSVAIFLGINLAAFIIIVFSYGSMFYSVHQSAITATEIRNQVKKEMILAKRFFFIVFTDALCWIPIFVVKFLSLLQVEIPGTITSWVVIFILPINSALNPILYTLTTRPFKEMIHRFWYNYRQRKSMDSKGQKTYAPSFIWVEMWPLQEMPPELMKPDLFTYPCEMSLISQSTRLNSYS
GRP78 ERSR act: inducers of ER stress response in human glioma cells. U87-MG GRP78 promoter luciferase reporter, 16 h. Potency, µM, for inactives: at the top dose activation, most hits filed as activators. 420,000 tested, 0.02% active. AID 602332; further: potency means the concentration at half of the fitted maximal effect; series mostly up to about 76 µM; % of control where 0% means no effect; nearly all actives have a fitted effect of over 35% in size
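Stably transfected U87-MG glioma cells carrying a GRP78-based luciferase sensor; 16 h compound incubation. Luminescence end-point read 10 min after Bright-Glo addition at room temperature.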
Vif-APOBEC3F blk: inhibitors of Vif-A3F interaction; Potency, µM (series often up to 46.1 µM), for inactives: at the top dose activity, negative = active; AID 602313; HeLa A3F-eYFP + Vif (tagged APOBEC3F with the HIV-1 protein that degrades it), YFP fluorescence increase; 390,000 tested, 0.2% active; further: potency means the concentration at half of the fitted maximal effect; % of control where 0% means no effect; nearly all actives have a fitted effect of over 65% in size
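Fluorescence increase (Ex 488/Em 500-530) after overnight compound treatment at 37 deg C flags inhibition of Vif-driven A3F-eYFP loss in stable HeLa A3F-eYFP/Vif cells seeded overnight beforehand.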
D2 PAM: D2 dopamine receptor (human) potentiation. P14416. HEK293 T-REx D2, calcium flux, EC20 dopamine potentiation. potentiation, % at 10 µM. 340,000 tested, 0.34% active;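 active means potentiation over 3 SD above the plate norm, cut at about 30% in these data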; further: 0% is about no effect
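Calcium flux readout, no-wash dye, 1 read/s. Inducible HEK293 Trex D2 line, overnight 30 C. Compound alone 180 s (agonist flags), then EC20 dopamine, another 180 s to score potentiation.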
D1 PAM: human D1 dopamine receptor positive modulation | 360,000 tested, 0.036% active | HEK293 TREx D1 cells, calcium flux, dopamine EC20 potentiation | P21728 | potentiation, % at 10 µM; in the data active means potentiation above about 30%; further: 0% is about no effect
RXFP1 ag: activates the human relaxin receptor RXFP1. Potency, µM (top dose mostly 57.5 µM), inactives show at the highest dose activation, most hits filed as activators. 370,000 tested, 0.3% active. HEK293T-RXFP1 cAMP TR-FRET, 30 min; response scale: percent of porcine relaxin response, buffer zero. Q9HBX9; further: potency means the concentration at half of the fitted maximal effect; on the % scale 0 is the no-effect control and ±100 the full control effect; nearly all actives have a fitted effect of over 60% in size; many of its hits are not listed in these tables
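Agonist response is measured as cAMP accumulation in an RXFP1-transfected HEK293T line under PDE4 inhibition. Values are scaled between buffer-only and 29 nM porcine relaxin, and EC50s come from standard Hill equation fits.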
D1 agonist: agonists of human D1 dopamine receptor. P21728. HEK293 T-REx D1 cells, calcium flux, agonist mode. activation, % at 2 µM. 360,000 tested, 1% active. AID 504660; in the data active means activation above about 30%; further: 0% is about no effect
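Inducible HEK293 T-REx D1 cells, force-coupled to calcium signalling, were plated at 4000 cells/well with tetracycline and held overnight at 30 C. After no-wash calcium dye loading, compound-evoked calcium rise over 180 s flagged agonists.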
D1 antag: antagonists of human D1 dopamine receptor | P21728 | HEK293 TREx D1 cells, calcium flux, dopamine EC80; stronger effect = lower value | AID 504652 | 360,000 tested, 3.2% active | activity change, negative = inhibition, % at 10 µM; in the data active means activity change below about -30%; further: on the % scale 0 is the no-effect control and ±100 the full control effect
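HEK293 T-REx cells expressing inducible, force-coupled D1 receptor; no-wash Ca dye, 30–90 min RT. Cmpd → 180 s read at 1 Hz → EC80 DA → 180 s read.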
Vif-APOBEC3G blk: blocks the Vif interaction with human APOBEC3G; Q9HC16; HeLa A3G-eYFP + Vif (tagged APOBEC3G with the HIV-1 protein that degrades it), YFP fluorescence, overnight; Potency, µM (top dose mostly 46.1 µM), without a hit: at the highest dose activity, negative = active, actives largely listed as inhibitors; 410,000 tested, 0.076% active; AID 602310;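 further: potency means the concentration at half of the fitted maximal effect; on the % scale 0 is the no-effect control and ±100 the full control effect; nearly all actives have a fitted effect of over 60% in size; hits raise eYFP signal because A3G escapes Vif-driven loss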
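HeLa cells stably expressing Vif and C-terminally eYFP-tagged A3G, seeded overnight at 37 deg C, then exposed to compound by pintool overnight at 37 deg C. Rise in yellow fluorescence (Ex 488/Em 500-530, Acumen) marks blocked Vif-driven A3G degradation.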
The depositor's hits bear a star; & = joins results of further samples; ! = not confirmed by another sample. Unless noted, the call rests on the fitted dose curve; in most records, active means well fitted curve in the direction sought with a large enough effect; inconclusive means small, poorly fitted or top-dose-only effect, or another doubt; inactive means no such curve, though single readings can be large; an effect the other way counts as inactive or inconclusive.

For COc1cccc(-n2c(CN3CCN(c4cccc(C)c4)C(C)C3)nc3ccc([N+](=O)[O-])cc3c2=O)c1 (configuration not stated) the results were RXFP1 antagonist 6, GRP78 ERSR act -3%, Vif-APOBEC3F blk 2%, D2 PAM -5, D1 PAM -2, RXFP1 ag 3.3%, D1 agonist 1, D1 antag -4 and Vif-APOBEC3G blk 1%.
CC(=O)c1c(N2CCCC2)nc(=S)n(-c2ccccc2)c1C was read as RXFP1 antagonist -8, GRP78 ERSR act -1%, Vif-APOBEC3F blk 0%, D2 PAM 21, D1 PAM -2, RXFP1 ag -0.3%, D1 agonist 0, D1 antag -1 and Vif-APOBEC3G blk 4%.
`O=C(CC1C(=O)NCCN1Cc1ccccc1C(F)(F)F)NCCc1ccccn1` (configuration not stated) gave RXFP1 antagonist 3, GRP78 ERSR act -4%, Vif-APOBEC3F blk -7%, D2 PAM 2, D1 PAM 4, RXFP1 ag -1.2%, D1 agonist 3, D1 antag -21 and Vif-APOBEC3G blk -1%.
For CNC(=O)C[C@H]1C(=O)N(Cc2ccccc2)C[C@@H]1CSC the results were RXFP1 antagonist 11, GRP78 ERSR act -3%, Vif-APOBEC3F blk -18% and Vif-APOBEC3G blk -1%.
For CC1(C)C(N(O)C(=O)Nc2ccccc2)N(c2cccc(Cl)c2)C(=O)N1O (configuration not stated) the results were RXFP1 antagonist -4, GRP78 ERSR act -1%, Vif-APOBEC3F blk -13%, D2 PAM 1, D1 PAM 2, RXFP1 ag -0.4%, D1 agonist 0, D1 antag -11 and Vif-APOBEC3G blk -1%.
`CCc1nnc(NC(=O)CCN2C(=O)/C(=C/c3cc(OC)c(OC)c(OC)c3)SC2=S)s1` gave RXFP1 antagonist -6, GRP78 ERSR act -1%, Vif-APOBEC3F blk 9%, D2 PAM 1, D1 PAM 2, RXFP1 ag 0.6%, D1 agonist 4, D1 antag -14 and Vif-APOBEC3G blk 1%.
For Cn1c(SCC(=O)N2CCCC2=O)nnc1-c1ccccc1F the results were RXFP1 antagonist -14, GRP78 ERSR act -6%, Vif-APOBEC3F blk 4%, D2 PAM 2, D1 PAM -3, RXFP1 ag 0.9%, D1 agonist 2, D1 antag 6 and Vif-APOBEC3G blk 0%.
CC(C)c1ccc(CC(NC(=O)c2ccccc2)C(=O)NCC(=O)O)cc1 (configuration not stated) was read as RXFP1 antagonist -12, GRP78 ERSR act 4%, Vif-APOBEC3F blk -11%, D2 PAM 5, D1 PAM -2, RXFP1 ag -0.3%, D1 agonist 3, D1 antag 27 and Vif-APOBEC3G blk 0%.
Screening CCCCn1c(N)c(N(CCOC)C(=O)c2ccc(C)o2)c(=O)[nH]c1=O returned RXFP1 antagonist -7, GRP78 ERSR act -3%, Vif-APOBEC3F blk -7%, D2 PAM 13, D1 PAM -4, RXFP1 ag 0.2%, D1 agonist 0, D1 antag 29 and Vif-APOBEC3G blk 0%.
Screening O=C1CCCN1c1ccc(CNS(=O)(=O)c2ccc(F)cc2)cc1 returned RXFP1 antagonist -2, GRP78 ERSR act 3%, Vif-APOBEC3F blk -17%, D2 PAM 3, D1 PAM 0, RXFP1 ag -1.3%, D1 agonist 14, D1 antag -6 and Vif-APOBEC3G blk 0%.
For Cc1cc2c(OCC(O)CNCc3ccco3)cccc2[nH]1 (configuration not stated) the results were RXFP1 antagonist 2, GRP78 ERSR act -6%, Vif-APOBEC3F blk 1%, D2 PAM -14, D1 PAM -2, RXFP1 ag -27%, D1 agonist 4, D1 antag -13 and Vif-APOBEC3G blk -1%.
For CC(C)NC(=O)Nc1ccc2c(c1)C(=O)N([C@H](C)CO)C[C@H](C)[C@@H](CN(C)S(=O)(=O)c1ccccc1)OCCCC[C@@H](C)O2 the results were RXFP1 antagonist 9, GRP78 ERSR act -4%, Vif-APOBEC3F blk 2% and Vif-APOBEC3G blk 3%.
For CCN1c2ccccc2-c2nc(SCC(=O)NCc3ccccc3)ncc2S1(=O)=O the results were RXFP1 antagonist -15, GRP78 ERSR act -4%, Vif-APOBEC3F blk -4%, D2 PAM 7, D1 PAM 0, RXFP1 ag 8.9%, D1 agonist 5, D1 antag 1 and Vif-APOBEC3G blk -8%.
`NS(=O)(=O)c1ccc(CCNC(=O)Cc2ccccc2[N+](=O)[O-])cc1` gave RXFP1 antagonist -3, GRP78 ERSR act -1%, Vif-APOBEC3F blk 4%, D2 PAM 8, D1 PAM -1, RXFP1 ag 0.4%, D1 agonist 2, D1 antag -11 and Vif-APOBEC3G blk -1%.
`O=C(NCc1ccccn1)C1CCN(Cc2cccc(OCc3ccccc3)c2)CC1` gave RXFP1 antagonist -14, GRP78 ERSR act -2%, Vif-APOBEC3F blk -5%, D2 PAM 7, D1 PAM -3, RXFP1 ag 1.7%, D1 agonist 1, D1 antag -8 and Vif-APOBEC3G blk -2%.
Screening Cc1ccc(NC(=O)CSc2nc3ccc(NC(=O)c4ccco4)cc3s2)cc1 returned GRP78 ERSR act -2%, Vif-APOBEC3F blk -12%, D2 PAM 5, D1 PAM 0, RXFP1 ag inconclusive, D1 agonist 0, D1 antag 7 and Vif-APOBEC3G blk -7%.
COc1nc(N)nc(N2CCOCC2)n1 was read as RXFP1 antagonist 0, GRP78 ERSR act -3%, Vif-APOBEC3F blk -11%, D2 PAM -9, D1 PAM 4, RXFP1 ag 1.6%, D1 agonist 3, D1 antag 17 and Vif-APOBEC3G blk 6%.
For CCOC(=O)CCC(=O)OCC(=O)NC(C)C1CC2CCC1C2 (configuration not stated) the results were RXFP1 antagonist -2, GRP78 ERSR act 0%, D2 PAM 4, D1 PAM -2, RXFP1 ag 1.5%, D1 agonist 4, D1 antag -3 and Vif-APOBEC3G blk -4%.
For O=C(CCn1cccn1)N1CCCC(Nc2ccc(F)c(F)c2)C1 (configuration not stated) the results were RXFP1 antagonist -1, GRP78 ERSR act -1%, Vif-APOBEC3F blk -1% and Vif-APOBEC3G blk 1%.
Screening CCOC(=O)Cc1cc(=O)n(-c2nc3ccccc3s2)[nH]1 returned RXFP1 antagonist -10, GRP78 ERSR act -1%, Vif-APOBEC3F blk -6%, D2 PAM 0, D1 PAM -1, RXFP1 ag 3.9%, D1 agonist 4, D1 antag 1 and Vif-APOBEC3G blk -4%.
`N#CCc1ccc(NC(=O)c2ccc(S(=O)(=O)N3CCOCC3)cc2)cc1` gave RXFP1 antagonist -2, GRP78 ERSR act -4%, Vif-APOBEC3F blk 1%, D2 PAM 7, D1 PAM -10, RXFP1 ag -0.5%, D1 agonist 9, D1 antag -12 and Vif-APOBEC3G blk -2%.
Screening CC1CC(CC(C)C(=O)NC(=S)Nc2ccc(S(N)(=O)=O)cc2)C(=O)O1 (configuration not stated) returned RXFP1 antagonist 9, GRP78 ERSR act -7%, Vif-APOBEC3F blk inconclusive, D2 PAM -2, D1 PAM -7, RXFP1 ag 2.3%, D1 agonist 3, D1 antag -18 and Vif-APOBEC3G blk -1%.
O=C(CCS(=O)(=O)c1ccc(Br)s1)NCc1ccc2c(c1)OCO2 was read as RXFP1 antagonist 6, GRP78 ERSR act -3%, Vif-APOBEC3F blk -13%, D2 PAM -2, D1 PAM -10, RXFP1 ag 0.2%, D1 agonist 1, D1 antag 1 and Vif-APOBEC3G blk 5%.
Cc1ccc(S(=O)(=O)NCCC(=O)NC2CCCCCC2)cc1C was read as RXFP1 antagonist -7, GRP78 ERSR act -5%, Vif-APOBEC3F blk -18% and Vif-APOBEC3G blk 2%.
COc1ccc(NC(=O)CSc2nc3c(c(=O)n2-c2ccccc2)SCC3)c(OC)c1 was read as RXFP1 antagonist -10, GRP78 ERSR act -4%, Vif-APOBEC3F blk -5%, D2 PAM 1, D1 PAM -4, RXFP1 ag 2.5%, D1 agonist 1, D1 antag -2 and Vif-APOBEC3G blk 1%.
For Cc1ccc(OS(=O)(=O)c2ccccc2)c(/C=N/N=C2\NC(=O)C(C)S2)c1 (configuration not stated) the results were RXFP1 antagonist 2, GRP78 ERSR act 0%, Vif-APOBEC3F blk 3%, D2 PAM 7, D1 PAM 2, RXFP1 ag 0.0%, D1 agonist 0, D1 antag 7 and Vif-APOBEC3G blk 1%.
CC1CCN(c2oc(-c3ccco3)nc2S(=O)(=O)c2ccccc2)CC1 was read as RXFP1 antagonist 2, GRP78 ERSR act -4%, Vif-APOBEC3F blk -1%, D2 PAM 12, D1 PAM 12, RXFP1 ag 0.5%, D1 agonist 3, D1 antag 6 and Vif-APOBEC3G blk -5%.
`Cc1cc(OC(=O)c2cccs2)ccc1C(C)C` gave RXFP1 antagonist -23, GRP78 ERSR act -3%, Vif-APOBEC3F blk -14%, D2 PAM 0, D1 PAM -2, RXFP1 ag -0.2%, D1 agonist 3, D1 antag 0 and Vif-APOBEC3G blk 1%.
For OCCNCc1cccc(OCc2ccccc2Cl)c1 the results were RXFP1 antagonist -11, GRP78 ERSR act -5%, Vif-APOBEC3F blk -11%, D2 PAM -6, D1 PAM -2, RXFP1 ag 1.6%, D1 agonist 21, D1 antag 1 and Vif-APOBEC3G blk 2%.
For CCc1cc2c(=O)c(-c3nc4ccccc4n3C)coc2c(CN2CCCCC2C)c1O (configuration not stated) the results were RXFP1 antagonist 1, GRP78 ERSR act 1%, Vif-APOBEC3F blk -1%, D2 PAM -6, D1 PAM -7, RXFP1 ag -0.2%, D1 agonist -1, D1 antag -11 and Vif-APOBEC3G blk 7%.
Screening COc1ccc(C(=O)Nc2nnc(S(=O)(=O)N(C)c3ccc(Cl)cc3)s2)cc1OC returned RXFP1 antagonist -2, GRP78 ERSR act 0%, Vif-APOBEC3F blk 0%, D2 PAM 9, D1 PAM 1, RXFP1 ag 2.6%, D1 agonist 26, D1 antag -18 and Vif-APOBEC3G blk 3%.
Screening COc1ccccc1CNC(=O)c1ccc(CS(=O)(=O)c2ccccc2C)o1 returned RXFP1 antagonist 5, GRP78 ERSR act 2%&-3%, Vif-APOBEC3F blk 11%&2%, D2 PAM -6&0, D1 PAM 1&-2, RXFP1 ag 0.3%&-1.7%, D1 agonist 31*!, D1 antag -38*! and Vif-APOBEC3G blk -1%&-5%.

Only part of the results is shown; the hit share may differ from the screen's.
